USP30 block: inhibitors of human USP30 deubiquitinase. AID 1645860, 2021. Ubiquitin carboxyl-terminal hydrolase 30 (Homo sapiens), Q70CQ3. purified USP30, Ub-rhodamine cleavage fluorescence. inhibition, % at 25 µM. hit rate 5.3% among 47,000
USP28 inh: inhibitors of human USP28 deubiquitinase; purified USP28, Ub-rhodamine cleavage fluorescence, 30 min; inhibition, % at 25 µM; hit rate 3% among 47,000; AID 1645857, 2021
OTUD3 inh: inhibitors of human OTUD3 deubiquitinase. AID 1645858, 2021. OTU domain-containing protein 3 (Homo sapiens), Q5T2D3. inhibition, % at 25 µM. hit rate 0.7% among 47,000. purified OTUD3, Ub-rhodamine fluorescence, 2 h
Target sequence (Q5T2D3 whole entry, looked up, the tested form may be a part): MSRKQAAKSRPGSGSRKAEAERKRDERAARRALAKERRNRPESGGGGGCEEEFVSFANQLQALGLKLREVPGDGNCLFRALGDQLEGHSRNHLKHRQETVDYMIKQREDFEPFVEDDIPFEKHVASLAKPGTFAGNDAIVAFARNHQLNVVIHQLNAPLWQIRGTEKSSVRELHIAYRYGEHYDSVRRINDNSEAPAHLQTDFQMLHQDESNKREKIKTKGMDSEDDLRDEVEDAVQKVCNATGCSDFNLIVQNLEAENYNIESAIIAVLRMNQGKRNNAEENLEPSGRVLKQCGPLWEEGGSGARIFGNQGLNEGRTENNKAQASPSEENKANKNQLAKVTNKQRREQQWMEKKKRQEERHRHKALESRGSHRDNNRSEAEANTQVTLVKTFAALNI
USP10 block: inhibitors of human USP10 deubiquitinase. Ubiquitin carboxyl-terminal hydrolase 10 (Homo sapiens), Q14694. purified USP10, Ub-rhodamine fluorescence, 60 min. inhibition, % at 20 µM. hit rate 1.1% among 47,000
UCHL1 inh: inhibitors of human UCHL1 deubiquitinase | purified UCHL1, Ub-rhodamine cleavage fluorescence | inhibition, % at 20 µM | hit rate 0.2% among 47,000 | Ubiquitin carboxyl-terminal hydrolase isozyme L1 (Homo sapiens), P09936
USP17 block: inhibitors of human USP17 deubiquitinase | purified USP17, Ub-rhodamine cleavage fluorescence, 3 h | inhibition, % at 50 µM | hit rate 6.5% among 47,000
Target sequence (A8MUK1 whole entry, looked up): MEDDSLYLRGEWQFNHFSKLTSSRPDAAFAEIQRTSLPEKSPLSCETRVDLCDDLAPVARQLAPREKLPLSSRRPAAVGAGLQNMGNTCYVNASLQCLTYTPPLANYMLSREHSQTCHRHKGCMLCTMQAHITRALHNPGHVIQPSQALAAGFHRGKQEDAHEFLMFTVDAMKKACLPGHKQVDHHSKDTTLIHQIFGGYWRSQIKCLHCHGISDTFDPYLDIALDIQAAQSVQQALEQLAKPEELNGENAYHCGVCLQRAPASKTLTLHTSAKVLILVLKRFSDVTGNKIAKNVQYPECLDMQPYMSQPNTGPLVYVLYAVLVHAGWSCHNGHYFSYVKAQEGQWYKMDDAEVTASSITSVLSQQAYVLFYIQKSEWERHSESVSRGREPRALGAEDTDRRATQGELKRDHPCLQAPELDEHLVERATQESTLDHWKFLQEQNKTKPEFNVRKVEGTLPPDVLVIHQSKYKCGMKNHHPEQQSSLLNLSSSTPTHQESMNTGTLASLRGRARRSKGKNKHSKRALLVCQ
USP7 block: inhibitors of human USP7 deubiquitinase; Ubiquitin carboxyl-terminal hydrolase 7 (Homo sapiens), Q93009; purified USP7, Ub-rhodamine cleavage fluorescence; inhibition, % at 20 µM; hit rate 0.3% among 47,000; AID 1645854, 2021
USP8 block: inhibitors of human USP8 deubiquitinase; Ubiquitin carboxyl-terminal hydrolase 8 (Homo sapiens), P40818; purified USP8, Ub-rhodamine cleavage fluorescence, 30 min; inhibition, % at 20 µM; hit rate 4.2% among 47,000; AID 1645853, 2021
Starred values were filed as active, the others as inactive; i = inactive; x = not tested or not shown. No stated cut-off is given here; in the data, active means inhibition above about 30%; inactive means the rest.

SMILES	USP30 block	USP28 inh	OTUD3 inh	USP10 block	UCHL1 inh	USP17 block	USP7 block	USP8 block
COc1cccc(CC(NC(C)=O)C(=O)NC2CCN(c3nc(C)cc(C)n3)CC2)c1 (stereo not drawn)	x	x	-2	-2	-1	-9	-5	-8
O=C(CN1CCN(Cc2ccccc2F)S1(=O)=O)Nc1ccccc1	-2	-6	-6	0	-3	-15	-4	2
Cc1ccc(C(=O)NCc2ccc(C(=O)Nc3cccc(C)c3)o2)cc1	44*	24	2	0	-1	60*	-4	-8
O=C(Cc1ccccc1)NCc1nc(-c2cccc(-c3ccn[nH]3)c2)no1	7	8	-1	-2	3	0	1	1
Cc1sc2nc(C(C)C)n(C3CCN(CC(=O)NC(C)C)CC3)c(=O)c2c1C	-27	-7	-6	-2	6	-3	-5	-5
COc1ccccc1-c1ccc(SCC(=O)Nc2ccc3c(c2)OCCO3)nn1	40*	80*	12	8	3	27	8	-1
CCc1ccc(NC(=O)N2C[C@H]3C[C@H](C(=O)NC(C)C)[C@@H](C2)O3)cc1	12	9	10	2	1	8	5	1
Fc1cccc(Cl)c1CSc1nnc([C@@H]2CCCN2)o1	18	19	15	-3	1	-6	-4	-70
COc1ccc(-n2cnnc2SCC(=O)N(Cc2ccccc2)C(C)C)cc1	10	5	5	3	1	5	1	15
C=C[C@@]1(C)C=C(C)[C@@H]2[C@@H]3[C@H](Oc4ccc(cc4)C[C@@H]4C(=O)NC(=O)[C@H]4C(=O)[C@H]31)[C@@H]1[C@@H](C)C[C@@H](C)C[C@]12C	-17	3	-2	19	10	11	14	11
Cc1cccc(NC(=O)CSc2cccc(NC(=O)c3ccc(C(=O)O)cc3C(=O)O)c2)c1C	-2	5	10	2	1	5	1	-2
O=C(Cc1nnc(-c2cnccn2)o1)NCc1ccc(F)cc1Cl	1	3	2	-2	1	0	0	2
Cn1c(CC2CCN(C(=O)NCc3cccc(F)c3)C2)nc2cccnc21 (stereo not drawn)	-34	-17	-10	-5	-4	-16	-4	-6
CCCNCC(=O)Nc1ccc2c(c1)c1ccccc1n2CC	x	x	4	-3	1	0	1	-13
O=C(Nc1ccccc1)c1nc(-c2cn(-c3ccccc3)nn2)no1	41*	19	0	5	6	17	11	20
COc1ccccc1CNC(=O)c1ccc(C)c(S(=O)(=O)N2CCOCC2)c1	-2	-7	-14	-1	-2	-25	0	-5
Cc1c(CC(=O)NC2CC2)c(=O)oc2cc3c(cc12)CCC1(CCCCC1)O3	26	14	22	-4	1	13	-24	16
COc1cn(CC(=O)Nc2ccc(Cl)cc2)c(CSc2ccccc2)cc1=O	16	12	3	0	1	x	-168	5
CCN1CCC2(CC1)NC(=O)N(C1CCN(C(=O)Cc3ccc(C)cc3)CC1)C2=O	-1	4	0	-1	-1	0	2	8
COc1ccccc1CNC(=O)c1ccc(Cn2c(=O)c3ccccc3n(CC(=O)N(C)C3CCCCC3)c2=O)cc1	-24	-15	-7	-1	-2	-15	0	-18
COc1cccc(-n2ccc(=O)c(-c3nc(-c4ccccc4Cl)no3)n2)c1	66*	41*	23	3	1	x	-19	68*
Cc1oncc1C(=O)N1CCc2c(nnn2C)C1COCC1CC1 (stereo not drawn)	-11	-7	-4	-5	-5	-16	-2	-105
Cc1ccc(CNC(=O)N2CCC(c3cc(N)on3)CC2)cc1	-32	-10	-6	-2	0	-7	0	7
Cc1cccc(OCC(=O)Nc2nc3c(s2)CCCC3)c1	24	48*	19	14	8	13	3	-19
COc1cc(OC)cc(C(C)(C)OC(=O)NCC(=O)O)c1	13	12	13	1	5	14	7	22
CCN(CC)C(=O)CC[C@H]1CNC(=O)[C@@H]2[C@@H](CCN2C2CCCCC2)N1C	7	9	6	0	2	-30	2	21
O=C(COc1cccc(-n2cnnn2)c1)Nc1ccc2c(c1)CCC2	22	18	4	0	4	4	x	0
COc1ccc(C2CCCCCN2S(=O)(=O)c2cccc(C#N)c2)cc1 (stereo not drawn)	3	-6	-3	4	2	-27	-7	-228
Cc1c(C)n(CCCO)c2ncn3nc(-c4ccc(C(C)(C)C)cc4)nc3c12	13	24	16	11	14	15	17	5
O=C(Nc1cccc2cnccc12)N1CCCCCC1	4	10	11	2	2	34*	2	4

Part of the list above, with two lines to a compound.
Values run as follows: USP30 block | USP28 inh | OTUD3 inh | USP10 block | UCHL1 inh | USP17 block | USP7 block | USP8 block
> Cc1ccc(CNC(=O)N2CCC(c3cc(N)on3)CC2)cc1
 : -32 | -10 | -6 | -2 | 0 | -7 | 0 | 7
> Cc1c(C)n(CCCO)c2ncn3nc(-c4ccc(C(C)(C)C)cc4)nc3c12
 : 13 | 24 | 16 | 11 | 14 | 15 | 17 | 5
> Cc1cccc(OCC(=O)Nc2nc3c(s2)CCCC3)c1
 : 24 | 48* | 19 | 14 | 8 | 13 | 3 | -19
> O=C(COc1cccc(-n2cnnn2)c1)Nc1ccc2c(c1)CCC2
 : 22 | 18 | 4 | 0 | 4 | 4 | x | 0
> Cc1oncc1C(=O)N1CCc2c(nnn2C)C1COCC1CC1 (stereo not drawn)
 : -11 | -7 | -4 | -5 | -5 | -16 | -2 | -105
> COc1cc(OC)cc(C(C)(C)OC(=O)NCC(=O)O)c1
 : 13 | 12 | 13 | 1 | 5 | 14 | 7 | 22

(next part)
SMILES	USP30 block	USP28 inh	OTUD3 inh	USP10 block	UCHL1 inh	USP17 block	USP7 block	USP8 block
O=C(Nc1cccc(S(=O)(=O)N2CCCCCC2)c1)c1ccc(N2CCOCC2)c([N+](=O)[O-])c1	47*	36*	18	6	4	0	9	-16
O=C(NCCc1ccccc1)C1CCCN(S(=O)(=O)N2CCC3(CC2)OCCO3)C1 (stereo not drawn)	11	-5	4	2	2	5	1	5
CCOc1ccccc1C(=O)NCC(=O)OC(C(=O)c1c[nH]c2ccccc12)c1ccccc1 (stereo not drawn)	-34	-5	-8	-3	1	54*	1	-4
FC(F)(F)c1cccc(-n2nnnc2C(c2ccccc2Cl)N2CCOCC2)c1 (stereo not drawn)	15	0	7	0	2	0	-3	1
Cc1cccc(N2CCN(C(=O)C3CCN(c4cnc5nccnc5c4)CC3)CC2)c1	-152	-33	-24	-2	-11	-43	-7	-19
Cc1cc(N2CCN(c3ccccn3)CC2)n2ncnc2n1	-9	-3	-4	0	0	-5	-3	2
COCC(=O)N1C[C@H](Oc2ccccn2)[C@H]2C[C@@H]1CC[C@H]2OC	2	-1	-6	0	-1	x	1	-2
Cc1nn(-c2ccc(Cl)cc2)c2c1C(c1ccccn1)N1C(=N2)C=Cc2ccccc21 (stereo not drawn)	i	-239	-200	-7	-70	-154	-67	-221
CC(C)(C)C(=O)C1C2C(=O)N(Cc3ccccc3)C(=O)C2C2c3ccccc3C=CN12 (stereo not drawn)	-95	-12	-20	-6	1	56*	-9	81*
CN1CC2CN(S(=O)(=O)c3cccc(Cl)c3)CCN2Cc2ccccc21 (stereo not drawn)	i	-209	-198	-9	-149	-144	-148	-185

Printed as active in USP28 inh, of those listed so far:
SMILES	USP30 block	USP28 inh	OTUD3 inh	USP10 block	UCHL1 inh	USP17 block	USP7 block	USP8 block
COc1ccccc1-c1ccc(SCC(=O)Nc2ccc3c(c2)OCCO3)nn1	40*	80*	12	8	3	27	8	-1
COc1cccc(-n2ccc(=O)c(-c3nc(-c4ccccc4Cl)no3)n2)c1	66*	41*	23	3	1	x	-19	68*
Cc1cccc(OCC(=O)Nc2nc3c(s2)CCCC3)c1	24	48*	19	14	8	13	3	-19
O=C(Nc1cccc(S(=O)(=O)N2CCCCCC2)c1)c1ccc(N2CCOCC2)c([N+](=O)[O-])c1	47*	36*	18	6	4	0	9	-16

The list continues.
SMILES	USP30 block	USP28 inh	OTUD3 inh	USP10 block	UCHL1 inh	USP17 block	USP7 block	USP8 block
N#CC1(c2ccccn2)Cc2ccccc2N2CCCC21 (stereo not drawn)	i	-243	-191	-7	-19	-169	-17	-103
C[C@@H](C(=O)Nc1ccc2c(c1)OCO2)n1c(=O)[nH]c2ccccc2c1=O	19	6	2	9	3	2	5	85*
COc1ccc(NS(=O)(=O)c2cc(NC(=O)/C=C/c3ccco3)ccc2N2CCCC2)cc1	55*	57*	44*	17	18	75*	13	76*
O=C(NC1CCCC1)C1CN(C(=O)Nc2cccc(F)c2)CC12CCOCC2 (stereo not drawn)	-5	-2	-2	3	-2	-6	4	-11
Cc1ccc(CNC(=O)C2(C)Cn3nc(-c4ccco4)cc3C(=O)N2Cc2ccccc2)cc1 (stereo not drawn)	-391	-61	-85	6	-6	-81	-7	-13
Cc1nn(-c2ccccc2)c2c1C1(C(=O)Nc3ccccc31)N1C(=N2)Sc2ccccc21 (stereo not drawn)	6	6	10	6	10	12	83*	15
Cc1ccc(S(=O)(=O)NC2=NC(C)c3ccccc3N2)cc1 (stereo not drawn)	-10	0	-3	-8	-13	-5	-6	0
Cc1ccccc1NC(=O)Nc1cnn(-c2ncncc2N2CCOCC2)c1	12	9	10	0	0	3	1	-11
O=C(NCc1ccccc1F)c1nc(CS(=O)(=O)c2ccccc2)no1	17	8	8	-1	2	1	2	-3
CC(=O)Nc1ccc(S(=O)(=O)N(C)Cc2cc3ccccc3[nH]c2=O)cc1	-6	9	-9	2	1	-6	-6	1
COc1ccc(N2CC(C(=O)Nc3cccc(C)n3)CC2=O)c(OC)c1 (stereo not drawn)	0	0	-5	2	-1	-2	4	-1
Cc1csc2ncc(C(=O)NCCc3ccc(Cl)cc3)c(=O)n12	26	14	12	5	1	37*	0	0
O=C(Cc1n[nH]c(Cc2ccc(F)cc2)n1)Nc1cccc(F)c1	-16	-7	-7	0	-5	x	-15	-10
CN1[C@H]2CCN(Cc3ccccn3)CC[C@@H]2Oc2ccccc2S1(=O)=O	-101	-27	-5	-2	-7	-34	-7	0
O=S(=O)(c1cccc2cccnc12)N1CCc2nc3ccc(Cl)cc3cc2C1	x	x	0	-5	-10	-33	-7	-21
COc1ccc(-c2cc3nc(C4CCN(C(=O)OC(C)(C)C)CC4)c(C(=O)Nc4ccc(C)c(Cl)c4)cn3n2)cc1	-16	-23	2	16	-5	2	4	6
O=C1CCCC[C@@H]2[C@@H](N1)[C@H](c1ccccc1)CN2C(=O)c1cn2cccnc2n1	11	4	0	2	0	1	2	2
O=C(O)c1ccc(Oc2ccccc2)o1	0	0	-5	2	-1	0	-3	-22
Cc1ccc(OC(C)C(=O)N2CCC(c3nc4ccccc4cc3C(N)=O)CC2)cc1 (stereo not drawn)	18	4	6	0	2	10	-2	9
Cc1cccc(N2CCN(S(=O)(=O)c3nn(C)cc3C(=O)O)CC2)c1	-9	-14	-2	1	0	-45	0	-243
O=C(c1cnc2c(c1)c(=O)nc1ccccn12)c1ccccc1O	-15	-4	-11	-3	0	-11	-23	-13
Cc1cccc(N2CC(c3nc(C)no3)CC2=O)c1 (stereo not drawn)	9	6	4	3	3	5	1	5
COc1cc(OC)cc(C(=O)Nc2ccc(Cn3cncn3)cc2)c1	-16	28	-6	0	0	-12	0	1
C=C1NC(=O)c2c(sc(C(=O)OCC(=O)NCCCc3ccccc3)c2C)N1	9	12	15	4	4	10	5	30
CC1CCCCN1CCNc1ncnc2onc(-c3cc(F)cc(F)c3)c12 (stereo not drawn)	-27	-13	-5	-4	-3	x	-11	0
Cc1cn2c(S(=O)(=O)N3CCCCC3)c(C(C)C)nc2s1	-4	-16	0	-1	-1	-16	-13	-1
Cc1ccc(-c2nnc(NC(=O)c3ccco3)o2)cc1C	15	49*	1	5	3	-6	3	4
CN(C)S(=O)(=O)N1CCc2nc3ccccc3n2C(Cc2ccccc2)C1 (stereo not drawn)	2	-5	-9	-2	-2	-14	0	-6
COc1ccccc1N(Cc1ccccc1O)C(=O)COc1ccccc1	28	22	19	8	6	13	7	-304
CC1CCCN(CCCNC(=O)C2CCN(c3nc4cccnc4n(C)c3=O)CC2)C1 (stereo not drawn)	-32	-14	-12	-4	-5	-8	-14	-25
Cn1c(C2CCN(C(=O)Cc3cccc(Cl)c3)C2)nc2ccncc21 (stereo not drawn)	0	-6	-6	0	-2	0	-3	-9
COc1ccccc1Cn1c(SCC(N)=O)nc2nccnc2c1=O	13	9	7	0	0	-5	0	-43
CNc1ccc(-c2noc([C@@H]3CCCN3C3CCOCC3)n2)cn1	-9	7	6	-3	0	-51	-24	18
COCC(=O)N1CCCCCC1C1CCN(Cc2nc(C3CC3)no2)CC1 (stereo not drawn)	-82	-23	-20	-3	-8	-30	-4	-100
Cc1cccc(OCC(O)CN2CCCCCC2)c1C (stereo not drawn)	13	-3	-2	-2	-1	-1	0	0
CC(=O)N1Cc2ccccc2OC2(CCCN(C(=O)C3CC3)C2)C1 (stereo not drawn)	28	12	10	2	1	10	4	23
CCCn1c(=O)c2sccc2n2c(CCC(=O)NCCC3=CCCCC3)nnc12	2	4	7	-1	2	5	2	14

Assay outcomes from PubChem.
